DNMT1 inh – DNMT1 (human) enzyme inhibition; P26358; DNMT1 molecular beacon, Hinp1I cleavage, fluorescence; inhibition (reported as % activation of signal), % at 10 µM; 360,000 tested, 0.83% active; in the data active = inhibition above about 50%
Scp1 inh – inhibitors of human Scp-1 phosphatase. Q9GZU7. Recombinant Scp1, phosphopeptide, malachite green phosphate absorbance. inhibition, % at 20 µM. 340,000 tested, 0.88% active. AID 493091;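 active = inhibition above about 50% at 20 µM, limit read from the data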;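 also: plate controls were DMSO wells with enzyme for no effect and wells lacking enzyme for full effect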
Target sequence (Q9GZU7 76-261 limits assumed): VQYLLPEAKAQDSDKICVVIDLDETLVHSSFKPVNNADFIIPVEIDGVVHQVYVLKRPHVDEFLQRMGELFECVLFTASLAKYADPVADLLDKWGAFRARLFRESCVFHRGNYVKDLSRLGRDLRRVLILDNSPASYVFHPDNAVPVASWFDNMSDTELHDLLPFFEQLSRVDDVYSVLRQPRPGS
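Test system – truncated SCP-1 phosphatase (76-261aa) · Reagent – Phosphorylated 17-residue peptide substrate · Incubation – 45 min room-temperature reaction, 5 min colour, 30 min stabiliser · Detection – colorimetric phosphate reagent with accelerator and stabiliser, absorbance at 630 nm · Measure – % inhibition at 20 µM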
LMPTP block – blocks human LMPTP phosphatase. 360,000 tested, 0.22% active. AID 651560. recombinant LMPTP-A, OMFP fluorogenic substrate, fluorescence intensity. inhibition, % at 20 µM. P24666;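 active = compounds that cut the enzyme signal by at least half of the control window in the single-dose screen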;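 also: plate controls were DMSO wells with enzyme plus substrate for no effect and substrate without enzyme for full effect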
Target sequence (P24666 whole entry, looked up): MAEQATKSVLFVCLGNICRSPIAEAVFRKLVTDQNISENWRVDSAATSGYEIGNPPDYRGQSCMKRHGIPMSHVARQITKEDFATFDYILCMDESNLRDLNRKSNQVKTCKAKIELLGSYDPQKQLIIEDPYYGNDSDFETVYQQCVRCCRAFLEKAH
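Buffer or medium: Bis-Tris pH 6.0, DTT, detergent; Assay system: LMPTP-A enzyme; Quantity: 0.625 nM enzyme; Detection: endpoint fluorescence intensity; Times: 50 min dark incubation at room temperature; Controls: substrate-only low control, DMSO enzyme-plus-substrate high control; Doses: single 20 µM dose; Read-out: percent inhibition versus substrate-only and uninhibited controls; Reagent: 400 µM OMFP.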
SUMO1 PPI mod – modulators of human SUMO1-mediated protein-protein interactions | P63165 | SUMO1 binding to a labelled peptide, TR-FRET, 1 h | inhibition, % at 20 µM | 360,000 tested, 0.33% active; in the data active = inhibition above about 37%
Target sequence (P63165 whole entry, looked up): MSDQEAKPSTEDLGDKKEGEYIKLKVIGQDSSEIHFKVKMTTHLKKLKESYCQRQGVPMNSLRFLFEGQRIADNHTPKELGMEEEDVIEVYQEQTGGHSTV
TbMetRS inhib – blocks T. brucei methionyl-tRNA synthetase activity; AID 624268; 360,000 tested, 0.4% active; inhibition, % at 11.9 µM; purified T. brucei MetRS, ATP depletion, Kinase-Glo luminescence;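 active = inhibition above a per-plate cutoff of the control wells' mean inhibition plus 3 SD, cut at about 5.5% in these data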;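 also: 0% = DMSO wells median and 100% = median of wells with control inhibitor compound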
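Dosing: 11.9 µM single point; system: parasite MetRS enzyme; technique: luminescence of leftover ATP; times: 15 min enzyme-compound preincubation, 2 h reaction, 10 min detection, 25 °C; replicates: each compound tested once; read-out basis: percent inhibition relative to median high and low control wells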
NadD inh – blocks S. aureus nicotinate mononucleotide adenylyltransferase. purified NadD enzyme, colorimetric absorbance read-out. AID 602399. 360,000 tested, 0.78% active. inhibition, % at 20 µM; in the data active = inhibition above about 26%; also: some compounds past the cut are filed as inactive
MsrA inh – bovine MsrA inhibition; purified bovine MsrA, absorbance read-out; inhibition, % at 15.5 µM; AID 651718; 360,000 tested, 0.75% active; in the data active = inhibition above about 4.5%;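 also: 0% = vehicle wells with enzyme and 100% = reference inhibitor wells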
CSN deneddyl inh – CSN deneddylation inhibition; Q92905; AID 651999; Purified CSN, SCF-Nedd8-OG deneddylation, fluorescence polarization; 360,000 tested, 0.38% active; inhibition, % at 12.5 µM;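 active = pattern-corrected inhibition above about 35%, with an unprinted fluorescence ratio check between 0.5 and 1.5, limit read from the data, passing the limit was not always enough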;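 also: 0% = enzyme with substrate and 100% = substrate without enzyme; some results filed as inactive read as strong as hits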
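Assay system: purified human Csn5 enzyme expressed in HEK293T cells; Input: 0.24 nM Csn5 enzyme, final concentration; Reagent: 10 nM SCFSkp2-Nedd8OG; Compound dosing: 12.5 µM single point; Times: reaction 90 min, room temperature; Technique: fluorescence polarization readout.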
STEP inh – blocks human striatal-enriched tyrosine phosphatase | recombinant STEP, OMFP fluorogenic substrate, fluorescence | inhibition, % at 20 µM | 360,000 tested, 0.25% active;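 active = inhibition at 20 µM, scaled per plate between control wells, above about 37%, limit read from the data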;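 also: 0% = DMSO with enzyme and substrate and 100% = substrate only without enzyme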
Target sequence (P54829 whole entry, looked up): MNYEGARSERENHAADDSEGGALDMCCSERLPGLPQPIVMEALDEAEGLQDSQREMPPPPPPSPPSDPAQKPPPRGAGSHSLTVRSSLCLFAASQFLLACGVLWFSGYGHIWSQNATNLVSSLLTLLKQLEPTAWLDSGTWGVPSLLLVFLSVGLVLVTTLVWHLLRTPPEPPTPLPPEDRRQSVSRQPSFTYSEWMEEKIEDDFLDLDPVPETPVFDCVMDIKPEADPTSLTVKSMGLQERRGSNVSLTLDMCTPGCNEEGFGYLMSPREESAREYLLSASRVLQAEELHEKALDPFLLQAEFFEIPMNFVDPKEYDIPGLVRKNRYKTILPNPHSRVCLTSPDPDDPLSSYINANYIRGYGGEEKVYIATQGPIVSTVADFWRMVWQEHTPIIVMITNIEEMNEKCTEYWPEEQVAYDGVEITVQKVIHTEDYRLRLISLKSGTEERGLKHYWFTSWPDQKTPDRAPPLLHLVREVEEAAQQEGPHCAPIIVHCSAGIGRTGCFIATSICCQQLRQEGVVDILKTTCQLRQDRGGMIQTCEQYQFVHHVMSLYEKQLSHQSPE
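Material: STEP (striatal-enriched tyrosine phosphatase) enzyme, cell-free | Medium: 50 mM Bis-Tris pH 6.0 with 2.5 mM DTT and 0.005% Tween 20 | Read-out: Percent inhibition scaled to no-enzyme and uninhibited-enzyme controls, plate-pattern corrected | Signal: Fluorescence read at 480 nm ex / 540 nm em | Times: 20 min reaction, room temperature, in the dark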
Rpn11 inh – inhibitors of human proteasome Rpn11 | 360,000 tested, 0.59% active | human 26S proteasome, Ub4-pepOG fluorescence polarization; 20S core pre-blocked with epoxomicin | O00487 | calls only at 20 µM | AID 588493;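 active = inhibition at 20 µM, scaled to each plate's controls, above about 33%, limit read from the data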
* hit, by the source's call; i = inactive; nt = not tested or not shown. Rows were taken by chance; about 3.9% have a hit in one of these screens.

compound | DNMT1 inh | Scp1 inh | LMPTP block | SUMO1 PPI mod | TbMetRS inhib | NadD inh | MsrA inh | CSN deneddyl inh | STEP inh | Rpn11 inh
Cc1cccc(C(C(=O)NC2CCCC2)N(C(=O)c2csnn2)C2CCCC2)c1 (configuration not stated) | 0.3 | -10.1 | -0.5 | 5.9 | -0.9 | -4.4 | 0.2 | 4.2 | 2.3 | i
Cc1oc(-c2cc(F)ccc2F)nc1CN1CCN(c2cnccn2)CC1 | -4.2 | 4.2 | 0.2 | 43.8* | -0.5 | -2.5 | 1.1 | 1.8 | -0.7 | i
O=C(c1ccc2nc(N3CCCCC3)sc2c1)N1CCN(Cc2ccc3c(c2)OCO3)CC1 | -2.6 | -16.1 | -1.7 | 3.4 | -0.4 | -3.3 | 0.1 | 3.8 | -2.5 | i
C=CCNc1ncnc2c1ncn2[C@H]1CN(CCOC)C[C@@H](CO)O1 | 2.3 | nt | -2.6 | 4.2 | -0.2 | -1.0 | -0.7 | -3.5 | 2.5 | i
O=C(COC(=O)CC1CCCC1)Nc1ccc(Cl)cc1 | 2.9 | -8.2 | 1.3 | 8.7 | 2.8 | -6.5 | -1.9 | -2.0 | -1.6 | i
Cc1ccc(-n2c(SCC(=O)NC3CCCCC3)nc3c(c2=O)SCC3)cc1 | -0.7 | -15.3 | -0.1 | -14.9 | 0.8 | -1.1 | 0.1 | 4.4 | -3.1 | i
O=C(NC(c1ccccc1)c1ccc2ccccc2n1)C1CCN(Cc2ccc(Cl)c(Cl)c2)CC1 (configuration not stated) | -10.0 | nt | 1.5 | 26.1 | 1.0 | 5.3 | 0.6 | 4.7 | -0.3 | i
COC(=O)c1sc2nc(N3CCCCC3)c3c(c2c1N)CCCC3 | -12.4 | -12.7 | 4.6 | -6.1 | -0.7 | 9.7 | 1.1 | 0.9 | 3.4 | i

Compound profiles, from the list above. Screens in order: DNMT1 inh	Scp1 inh	LMPTP block	SUMO1 PPI mod	TbMetRS inhib	NadD inh	MsrA inh	CSN deneddyl inh	STEP inh	Rpn11 inh
O=C(c1ccc2nc(N3CCCCC3)sc2c1)N1CCN(Cc2ccc3c(c2)OCO3)CC1 across the screens: -2.6	-16.1	-1.7	3.4	-0.4	-3.3	0.1	3.8	-2.5	i
COC(=O)c1sc2nc(N3CCCCC3)c3c(c2c1N)CCCC3 across the screens: -12.4	-12.7	4.6	-6.1	-0.7	9.7	1.1	0.9	3.4	i
O=C(COC(=O)CC1CCCC1)Nc1ccc(Cl)cc1 across the screens: 2.9	-8.2	1.3	8.7	2.8	-6.5	-1.9	-2.0	-1.6	i
Cc1cccc(C(C(=O)NC2CCCC2)N(C(=O)c2csnn2)C2CCCC2)c1 (configuration not stated) across the screens: 0.3	-10.1	-0.5	5.9	-0.9	-4.4	0.2	4.2	2.3	i
Cc1ccc(-n2c(SCC(=O)NC3CCCCC3)nc3c(c2=O)SCC3)cc1 across the screens: -0.7	-15.3	-0.1	-14.9	0.8	-1.1	0.1	4.4	-3.1	i

Further compounds
compound | DNMT1 inh | Scp1 inh | LMPTP block | SUMO1 PPI mod | TbMetRS inhib | NadD inh | MsrA inh | CSN deneddyl inh | STEP inh | Rpn11 inh
Cc1cc([N+](=O)[O-])ccc1NC(=O)C[n+]1ccc(N(C)C)cc1 | 1.5 | -2.2 | -0.1 | -9.8 | 0.3 | 4.6 | 2.7 | -19.2 | -0.9 | i
CC(=O)c1nn(-c2ccccc2)cc1C(=O)c1ccc(C)cc1 | 9.3 | -14.1 | -0.7 | 1.6 | -0.8 | -7.3 | 0.3 | 1.7 | 0.2 | i
COCCN1C(=O)CN(S(C)(=O)=O)CC1(C)C(=O)Nc1ccc2c(c1)OCCO2 (configuration not stated) | nt | nt | -0.5 | -3.1 | -0.4 | nt | 0.2 | -3.4 | nt | nt
C=CCN(C(=O)Cn1c(C(=O)OC)cc2oc(C)cc21)c1ccccc1 | -7.1 | -7.2 | 1.4 | -4.6 | 0.5 | -5.5 | 0.0 | -1.1 | 2.3 | i
O=C(O)CC(Cn1cnnn1)c1ccccc1 (configuration not stated) | 2.5 | -1.9 | -0.1 | 0.1 | -0.1 | 2.7 | 0.2 | 3.3 | -0.6 | i
O=C(c1ccccc1)c1cc[n+]([O-])cc1 | 0.4 | -6.6 | -1.3 | -11.5 | 0.0 | -0.2 | -0.9 | 1.9 | 1.7 | i
CCCOc1ccc(NC(=O)CC2C(=O)N(CC)C(=S)N2CCNC(C)=O)cc1 (configuration not stated) | 0.4 | -2.6 | -0.8 | -2.9 | -0.2 | -3.4 | 0.4 | -0.5 | 1.6 | i
Cc1sc(=NC(=O)c2ccco2)n(C)c1-c1ccc(F)cc1 | 0.0 | -12.7 | -0.4 | 3.1 | -0.4 | -4.3 | 3.5 | -8.4 | -1.0 | i
COc1ccc(S(=O)(=O)Nc2ccccc2C(=O)NC(C)C)cc1OC | 1.1 | 8.8 | 0.3 | 2.5 | -0.4 | -4.1 | 0.9 | 0.1 | -1.9 | i
COc1ccc(N2CCN(c3ccc(NC(=O)C4CCCCC4)cc3C#N)CC2)cc1 | 7.9 | -5.6 | -2.0 | 3.8 | -0.7 | 1.9 | -0.9 | -4.7 | 1.2 | i
COc1ccc(NS(=O)(=O)c2cccc(C(=O)N3CCCC3)c2)cc1 | 0.0 | 4.4 | -1.2 | 1.3 | -0.6 | -2.5 | -0.5 | -1.6 | -0.1 | i
COc1ccc(S(=O)(=O)N2CCOC2CNC(=O)C(=O)NCCCn2ccnc2)cc1OC (configuration not stated) | -0.9 | -11.9 | -4.4 | -0.3 | -0.4 | 2.4 | 1.1 | -2.2 | -0.4 | i
CCS(=O)(=O)N1CCCC(C(=O)NCCc2ccccc2)C1 (configuration not stated) | -3.3 | -10.2 | -0.9 | -3.4 | -0.2 | 3.8 | 1.4 | 8.0 | -0.1 | i
Cc1cc(C)cc(NC(=O)CCCSc2nc3ccccc3[nH]2)c1 | -3.6 | 12.6 | 0.4 | 5.7 | 11.2* | -3.9 | -1.3 | -3.0 | -3.0 | i
CC(C)Cc1nnc(NC(=O)c2cc([N+](=O)[O-])ccc2N2CCOCC2)s1 | 1.7 | -7.8 | 0.2 | -27.3 | -0.2 | -1.2 | 3.2 | 0.0 | -0.4 | i
Cc1ccccc1Cn1cc(NC(=O)c2noc(C(C)C)c2[N+](=O)[O-])cn1 | -6.5 | -9.1 | 0.5 | -14.7 | 0.6 | -3.7 | 0.2 | -1.9 | -3.4 | i
Brc1ccccc1C1Nc2cccc3cccc(c23)N1 | -25.4 | 13.6 | 6.2 | -7.0 | -0.7 | 14.0 | 0.8 | -7.6 | 2.4 | i
COc1ccc(N(C)S(=O)(=O)c2cccc(C(=O)NC3CCC(C)CC3)c2)cc1 (configuration not stated) | 7.0 | 0.9 | 0.8 | -0.4 | -1.9 | -6.7 | 1.4 | -4.6 | 6.9 | i
Oc1ccccc1-c1cc(-c2ccccc2)n[nH]1 | -7.3 | -4.9 | 3.5 | 0.5 | 0.4 | -7.8 | -0.1 | -0.4 | -0.4 | i
O=C(Cn1cc[n+](Cc2ccccc2)c1)c1ccc([N+](=O)[O-])cc1 | 7.1 | 8.6 | 0.2 | -26.9 | -0.8 | -0.9 | 0.6 | 5.7 | -0.9 | i
COc1ccc(OC)c(NC(=O)CSc2nnc(-c3cnccn3)n2C)c1 | -0.6 | -1.4 | -1.3 | 1.3 | -0.4 | 4.1 | 0.9 | 3.9 | 0.8 | i
O=C(Nc1ccc(S(=O)(=O)Nc2cnc3ccccc3n2)cc1)c1cc(F)c(F)cc1Cl | -1.0 | -15.1 | -2.4 | 0.1 | -0.8 | -5.5 | 3.2 | -6.1 | -3.8 | i
O=C(/C=C/c1c(F)cccc1Cl)N1CCOCC1 | -1.0 | -4.7 | -0.1 | -0.9 | -0.1 | -1.2 | 0.2 | 0.6 | -1.4 | i
COCCNC(=O)CC(c1ccccc1)c1ccccc1 | -0.1 | -6.9 | -2.2 | 0.1 | 0.3 | 6.0 | -1.1 | 3.9 | 3.0 | i

More results.
| Structure | DNMT1 inh | Scp1 inh | LMPTP block | SUMO1 PPI mod | TbMetRS inhib | NadD inh | MsrA inh | CSN deneddyl inh | STEP inh | Rpn11 inh |
| --- | --- | --- | --- | --- | --- | --- | --- | --- | --- | --- |
| O=[N+]([O-])c1ccccc1/C=N\N1CCN(Cc2ccccc2Cl)CC1 | -16.0 | -2.2 | 1.3 | -7.7 | -0.2 | 3.0 | 0.8 | 3.3 | 0.8 | i |
| Cn1c(C(=O)OC(C(=O)NC2CCCC2)c2cccnc2)cc2sccc21 (configuration not stated) | -3.2 | -5.2 | 1.1 | -0.8 | 0.0 | 0.4 | 0.7 | 2.9 | -1.3 | i |
| CCN(CC(=O)Nc1ccccc1C(F)(F)F)C(=O)c1cc(S(=O)(=O)N2CCCCCC2)ccc1OC | 0.0 | -11.4 | -0.5 | 4.6 | 0.0 | -5.8 | 1.7 | -0.3 | -2.4 | i |
| COc1ccc(-c2cc(C(=O)NC3CCCCC3)no2)cc1OC | -2.0 | -5.3 | -1.6 | 11.4 | -0.5 | 0.7 | -1.1 | 2.1 | 0.8 | i |
| O=C(CC12CC3CC(CC(C3)C1)C2)NC1CC1 | 1.4 | -16.7 | -0.8 | 1.8 | -0.3 | -5.9 | -0.2 | -6.1 | 1.3 | i |
| COC(=O)c1ccc2nc(-c3cccc(Br)c3)c(CC3CCCCC3)n2c1 | nt | nt | 5.6 | 9.0 | -0.8 | 10.1 | -0.1 | 0.2 | nt | nt |
| CCN(C(=O)c1cc2cc(OC)ccc2oc1=O)c1ccccc1 | 4.1 | -3.3 | -1.4 | -8.6 | -0.6 | 0.4 | -0.1 | 1.0 | 0.3 | i |

Compound activity as filed in PubChem BioAssay.
